# Assay outcomes from PubChem.
# V-ATPase pH: alters yeast V-ATPase proton transport. S. cerevisiae, pHLuorin cytosolic pH fluorescence. response, % at 10 µM. 350,000 compounds, 0.37% hits; in the data active means response mostly above about 7.3%, no sharp cut-off; inactive means mostly below about 5.4%; further: actives read high; inactives centre near 0; some compounds called inactive have numbers as strong as hits; reference of the scale not given here
# MOR-DOR ag: agonists of human mu-delta opioid receptor heterodimerization; cells, OPRM1-OPRD1 heterodimerization, luminescence; activation, % at 9.3 µM; 340,000 compounds, 0.3% hits; in the data active means activation above about 18%;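 further: 0% = vehicle-treated cells and 100% = reference agonist; values of inactives mirror those of a sister screen read the other way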
# C-LANA FP: inhibitors of KSHV LANA C-terminal domain DNA binding. MBP-C-LANA/FAM-LBS DNA binding, fluorescence polarization. inhibition, % at 9 µM. 340,000 compounds, 0.078% hits. AID 504423;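 active means highest replicate inhibition at or above 60% at 9 µM, even if other replicates fall short; inactive means all replicates below 60% inhibition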;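 further: 0% = neutral control wells and 100% = 4 µM acridine orange control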
# CAL-PDZ inh HTS: CAL PDZ (human) peptide binding inhibition. purified CAL PDZ, TMR-peptide fluorescence polarization, 1 h. inhibition, % at 24.9 µM. 300,000 compounds, 0.92% hits;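 active means mean inhibition of at least 30% with at least half of replicates also reaching 30%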;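 further: 0% = DMSO neutral control and 100% = excess unlabeled competitor peptide PRC23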
# Keap1-Nrf2 PPI: disrupts human Keap1 binding to Nrf2 peptide; Q14145; Keap1 Kelch-Nrf2 peptide fluorescence polarization, 1536-well; inhibition, % at 9.4 µM; 340,000 compounds, 0.15% hits; AID 504523; in the data active means inhibition above about 12%;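 further: human Keap1 Kelch domain with fluorescein labeled Nrf2 9mer peptide probe; 0% = neutral control wells and 100% = peptide positive control; higher means more block of Keap1 binding to Nrf2 peptide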
# Target sequence (Q14145 whole entry, looked up, the tested form may be a part): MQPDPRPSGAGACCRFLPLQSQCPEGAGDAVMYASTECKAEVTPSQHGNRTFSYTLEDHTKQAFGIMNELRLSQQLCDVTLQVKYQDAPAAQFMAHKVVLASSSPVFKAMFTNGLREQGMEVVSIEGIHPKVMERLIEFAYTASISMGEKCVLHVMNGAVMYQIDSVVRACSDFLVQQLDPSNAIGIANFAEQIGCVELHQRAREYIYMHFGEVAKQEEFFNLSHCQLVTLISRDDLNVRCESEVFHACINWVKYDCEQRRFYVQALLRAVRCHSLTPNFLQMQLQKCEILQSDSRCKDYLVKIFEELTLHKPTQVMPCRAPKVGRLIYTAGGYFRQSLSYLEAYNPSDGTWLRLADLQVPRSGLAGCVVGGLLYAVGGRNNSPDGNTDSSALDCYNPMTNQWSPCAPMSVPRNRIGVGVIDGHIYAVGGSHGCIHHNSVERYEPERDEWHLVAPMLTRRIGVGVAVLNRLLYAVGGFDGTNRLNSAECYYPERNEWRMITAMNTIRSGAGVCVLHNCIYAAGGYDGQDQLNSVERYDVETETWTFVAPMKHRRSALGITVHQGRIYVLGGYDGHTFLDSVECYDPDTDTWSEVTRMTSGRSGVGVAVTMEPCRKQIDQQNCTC
# cardiac RTF act: cardiac RTF calcium sensitization; P19429+P45379; IANBD-labeled TnC RTF fluorescence at EC20 calcium; 0% EC20 calcium, 100% full calcium; activation, % at 7.2 µM; 340,000 compounds, 0.24% hits; AID 493008;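 active means activation above the mean over all tested compounds plus 3 SD, cut at about 30% in these data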;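 further: rise in fluorescence read as greater calcium sensitivity of cardiac thin filaments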
# HTR5A inv ag: inverse agonist of human HTR5A in OPRM1-OPRD1 counter-screen; P47898; 340,000 compounds, 0.083% hits; inhibition, % at 9.3 µM; HTR5A cell line, luminescence, inverse agonism; AID 504634; in the data active means inhibition mostly above about 23%, no sharp cut-off; inactive means mostly below about 18%;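 further: 0% = cells with DMSO and 100% = no-cell wells with DMSO; some compounds called inactive have numbers as strong as hits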
# Target sequence (P47898 whole entry, looked up): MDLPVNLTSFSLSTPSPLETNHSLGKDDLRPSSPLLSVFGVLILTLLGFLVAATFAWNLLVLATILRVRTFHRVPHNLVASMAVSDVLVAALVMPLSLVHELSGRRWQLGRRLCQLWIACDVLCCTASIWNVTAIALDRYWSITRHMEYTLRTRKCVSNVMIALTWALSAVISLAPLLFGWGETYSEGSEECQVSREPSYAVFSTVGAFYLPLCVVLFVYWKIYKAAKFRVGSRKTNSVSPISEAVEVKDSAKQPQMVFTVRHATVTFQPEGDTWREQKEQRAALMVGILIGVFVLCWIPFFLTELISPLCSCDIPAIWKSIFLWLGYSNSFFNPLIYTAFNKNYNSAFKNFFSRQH
# MOR-DOR inv ag: inverse agonists of human mu-delta opioid receptor heterodimerization; P35372+P41143; cell-based MOR-DOR heterodimer luminescence, inverse agonism; inhibition, % at 9.3 µM; 340,000 compounds, 0.21% hits; AID 504357; in the data active means inhibition above about 22%, passing the limit was not always enough;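 further: 0% = cells with DMSO and 100% = wells without cells with DMSO; values of inactives mirror those of a sister screen read the other way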
# RTF Ca sens inh: cardiac RTF calcium desensitization. P19429+P45379. 340,000 compounds, 0.12% hits. inhibition, % at 7.15 µM. IANBD-labeled cardiac RTF, Ca2+ fluorescence;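 active means inhibition above the mean inhibition of all tested compounds plus 3 SD, cut at about 17% in these data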;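 further: assay run at fixed EC70 calcium of 1.6 mM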
# HTR5A ag: HTR5A agonism, opioid heterodimer counter-screen | P47898 | HTR5A agonist assay, luminescence, cell-based | activation, % at 9.3 µM | 340,000 compounds, 0.61% hits; in the data active means activation mostly above about 9.5%, no sharp cut-off; inactive means mostly below about 7.6%;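 further: 0% = cells with vehicle only and 100% = reference agonist; strong numbers were not always called active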
# Numbers without * were called inactive; / = not tested or not shown.
SMILES,V-ATPase pH,MOR-DOR ag,C-LANA FP,CAL-PDZ inh HTS,Keap1-Nrf2 PPI,cardiac RTF act,HTR5A inv ag,MOR-DOR inv ag,RTF Ca sens inh,HTR5A ag
COc1ccccc1C(=O)NC(=S)Nc1ccc(N2CCN(C(=O)c3ccco3)CC2)cc1,2,2.3,4.3,-2,-5,0,7,-8,2,4
O=C(OCC(O)C(O)C(O)COC(=O)c1ccccc1)c1ccccc1 (stereo not drawn),1,-2.9,1.8,-1,-7,3,0,15,0,-4
COc1ccc(S(=O)(=O)Cc2ccc(C(=O)NCCc3cc(OC)ccc3OC)o2)cc1,6,-0.8,0.8,-6,1,-3,-28,4,-2,0
Cc1ccc(NC(=O)CN(C)C(=O)C2CCC2)cc1,5,2.5,1.3,0,-5,1,13,-17,-24,-2
COc1ccc(OCCn2cc(/C(N)=N/O)c3ccccc32)cc1,-1,-4.5,2.9,-1,2,0,0,21,-9,3
CCn1c(=O)c(C(=O)NC(C)C)c(O)c2ccccc21,3,0.4,-1.1,-1,-2,5,14,-2,-6,-4
CC(C)C1N=C2c3ccccc3N=C(SCc3cc(=O)n4cc(Cl)ccc4n3)N2C1=O (stereo not drawn),7,-2.5,-0.8,-5,-3,13,-21,13,-12,3
CCOC(=O)c1cc2sc(C)cc2n1CC(=O)NCCc1ccccc1,-7,-0.3,0.6,-3,-6,6,0,2,-7,0
COC(=O)C1(C)COP(=O)(NC23CC4CC(CC(C4)C2)C3)OC1 (stereo not drawn),0,0.3,0.3,0,1,-4,1,-1,-6,0
[O-]c1n[n+](-c2ccc(Cl)cc2Cl)cc2ccccc12,-2,-1.7,-1.6,0,4,-1,4,9,2,0
CCc1cc(=O)oc2c3c(cc(OCC(=O)NCc4ccco4)c12)OC(C)(C)CC3,-1,-1.5,2.4,-4,-5,10,9,8,-5,2
COC(=O)[C@@]1(Cc2ccc(OC)cc2)[C@H]2c3cc(C(=O)N(C)C)[nH]c3C[C@H]2CN1C(=O)c1ccccc1,-4,-3.5,1.7,0,-7,4,-9,19,-28,14*
CC(=O)N(C)c1ccc(N=C2C(=O)Nc3ccccc32)cc1,-1,-13,-0.5,-6,-1,-1,12,57*,-4,-3
Cc1ccccc1Nc1c([N+](=O)[O-])ccc2c1=NC1(CCCCC1)N=2,-1,2.6,0.0,/,-4,1,17,-14,-4,2
O=C(CC1N=C2c3ccccc3N=C(SCc3ccccc3Cl)N2C1=O)NCc1ccco1 (stereo not drawn),-3,-3.5,-1.6,-2,0,3,0,19,-16,-1
COc1ccc(CCNC(=O)C(=O)NCC2OCCN2S(=O)(=O)c2ccc(OC)c(C)c2)cc1 (stereo not drawn),1,-0.3,0.3,/,-6,-2,-28,1,0,6
COc1ccc(-n2ccc(=O)c(C(=O)Nc3ccc(S(=O)(=O)Nc4nccs4)cc3)n2)cc1,-4,2.6,1.1,-2,-5,-3,5,-14,2,6
O=C(CN1C2CCCC1CC(NC(=O)c1ccccc1)C2)Nc1ccccc1C(F)(F)F (stereo not drawn),-3,12,1.2,-3,0,3,9,-75,-19,3
CCOC(=O)CSCC(NC(=O)OC(C)(C)C)C(=O)OCC (stereo not drawn),4,0.2,0.3,/,-7,-3,19,-1,-1,2
Cc1ccc(C(=O)NC2CC3CCCC(C2)N3Cc2ccccc2)cc1 (stereo not drawn),0,0.8,7.9,2,-3,9,-5,-4,-5,1
Cc1ccc(NC(=O)CSc2nnc(N)s2)cc1S(=O)(=O)N1CCCCC1,2,-0.2,-0.4,-4,2,-5,26,1,4,0
CCOC(=O)C(/C=C(\C#N)C(=O)OCC)=C(/N)N1CCN(c2ccc(OC)cc2)CC1,0,-1.5,0.0,1,2,-5,0,8,-25,0
Cn1c(-c2ccc(F)cc2)cnc1NCc1ccc(F)cc1,-1,-0.7,1.8,-2,-3,-3,-19,4,-14,0
Cc1ccccc1OCCC(=O)OCC(=O)Nc1c(C)nn(-c2ccccc2)c1C,5,0.2,0.0,-3,-3,9,15,-2,-6,-5
N#CCCCn1c(-c2ccccc2)noc1=O,-2,0.8,2.3,/,0,5,7,-4,-2,3
O=C1CC(c2ccc(Cl)cc2)SC(N(c2ccccc2)c2ccccc2)=N1 (stereo not drawn),-1,-0.8,1.9,3,1,6,2,4,3,-1
CCOc1cc(CNC(C)C)c(Cl)cc1OCC(=O)NCCc1ccccc1,-1,1.5,-1.1,-2,1,2,-15,-8,2,6
COc1cccc2cc(C(=O)NCC3CCCO3)c(=O)oc12 (stereo not drawn),3,-1.1,-1.6,-5,-1,5,19,6,1,1
O=C(Nc1ccc(-c2nc3ccccc3c(=O)o2)cc1)c1ccco1,-3,-4.2,0.2,/,-1,-1,19,23,-5,-1
Fc1ccc(-n2c(-c3ccc4c(c3)OCO4)n[nH]c2=S)cc1Cl,3,0.2,-1.3,2,0,1,14,-1,6,3
COCCN(C(=O)COC(=O)Cc1c(C)nc2ccccc2c1C)c1c(N)n(CC(C)C)c(=O)[nH]c1=O,1,-0.7,1.8,2,-4,3,-5,3,3,2
O=C(NC1CC1)c1ccc(-c2ccccc2)cc1,2,0.7,2.4,-2,-3,8,6,-3,-24,-2
COc1cc(/C=N/NC(=O)c2cccnc2)ccc1OS(=O)(=O)c1ccc(F)cc1,4,0.5,0.2,/,-2,0,-6,-3,-5,-3
CCC1Nc2ncnc(N3CCCCC3)c2N(Cc2ccc(C)cc2)C1=O (stereo not drawn),3,-5.4,0.7,1,0,1,16,30,-2,-3
CC1(C)CC(=O)c2cc(N=C/C(C(=O)c3ccccc3)=C(\O)c3ccccc3)c(=O)oc2C1,-3,1.7,1.4,/,1,-4,15,-8,-18,2
CCCOc1ccc(-c2nc(C#N)c(NCCCn3ccnc3)o2)cc1,2,0.4,1.3,/,-6,3,-21,-2,2,-3
C[C@@H](C(=O)Nc1nc2ccccc2s1)N1C(=O)C2CC=CCC2C1=O (stereo partly drawn),0,-0.9,0.1,1,-5,-3,11,5,-11,-1
CC1=C(C(=O)OCc2ccccc2)C(c2ccc(N(C)C)cc2)NC(=O)N1 (stereo not drawn),0,-1.2,2.0,1,-5,3,-1,6,-8,7
CCOc1ccc(NC(=O)C2CCN(C(=O)NCc3ccccc3)CC2)cc1,-1,-2.6,0.2,6,1,-4,27,13,-7,1
Cc1nc(SCCC(C)C)c([N+](=O)[O-])[nH]1,3,-2.9,0.5,3,2,0,16,14,0,0
COc1cccc(NC(=O)C2CSC3(C)CCC(=O)N23)c1 (stereo not drawn),0,-1.0,0.6,-3,0,-2,20,6,-6,-7
CCCCC(=O)Nc1nc(C)c(C(C)=O)s1,1,0.8,-0.6,/,-5,8,7,-4,-11,-2
CN1CCN(C(c2ccc(Br)cc2)c2cc(Cl)c3cccnc3c2O)CC1 (stereo not drawn),-1,6.8,0.9,-2,-26,2,-9,-38,-2,4
COc1ccccc1N1CCN(C(=O)c2ccc(N(C)S(=O)(=O)c3ccccc3)cc2)CC1,1,-0.6,-1.1,/,-3,-7,-22,4,-4,-4
Cc1cc(C(=O)Nc2cccnc2)cs1,-4,0.0,0.7,-1,2,-4,12,0,-1,7
CCCC(=O)Nc1ccc(C(=O)NCCc2ccc(F)cc2)cc1,-2,0.4,0.4,0,-4,-1,20,-2,-13,0
COc1ccc(C(=O)N/C(=C\c2ccco2)C(=O)NCCCn2ccnc2)cc1,2,-1.8,-0.5,/,-4,-1,-11,10,-6,4
COc1cccc(-c2cc(C(=O)N3CCN(S(=O)(=O)c4ccccc4)CC3)[nH]n2)c1,1,0.0,21,/,5,0,-14,0,-7,5

# Complete entries from above. Screens in order: V-ATPase pH, MOR-DOR ag, C-LANA FP, CAL-PDZ inh HTS, Keap1-Nrf2 PPI, cardiac RTF act, HTR5A inv ag, MOR-DOR inv ag, RTF Ca sens inh, HTR5A ag
# CCC1Nc2ncnc(N3CCCCC3)c2N(Cc2ccc(C)cc2)C1=O (stereo not drawn) across the screens: 3, -5.4, 0.7, 1, 0, 1, 16, 30, -2, -3
# COc1cccc(-c2cc(C(=O)N3CCN(S(=O)(=O)c4ccccc4)CC3)[nH]n2)c1 across the screens: 1, 0.0, 21, /, 5, 0, -14, 0, -7, 5

# A portion of the results above:
SMILES,V-ATPase pH,MOR-DOR ag,C-LANA FP,CAL-PDZ inh HTS,Keap1-Nrf2 PPI,cardiac RTF act,HTR5A inv ag,MOR-DOR inv ag,RTF Ca sens inh,HTR5A ag
COCCN(C(=O)COC(=O)Cc1c(C)nc2ccccc2c1C)c1c(N)n(CC(C)C)c(=O)[nH]c1=O,1,-0.7,1.8,2,-4,3,-5,3,3,2
O=C(NC1CC1)c1ccc(-c2ccccc2)cc1,2,0.7,2.4,-2,-3,8,6,-3,-24,-2
COc1cc(/C=N/NC(=O)c2cccnc2)ccc1OS(=O)(=O)c1ccc(F)cc1,4,0.5,0.2,/,-2,0,-6,-3,-5,-3
CCC1Nc2ncnc(N3CCCCC3)c2N(Cc2ccc(C)cc2)C1=O (stereo not drawn),3,-5.4,0.7,1,0,1,16,30,-2,-3
CC1(C)CC(=O)c2cc(N=C/C(C(=O)c3ccccc3)=C(\O)c3ccccc3)c(=O)oc2C1,-3,1.7,1.4,/,1,-4,15,-8,-18,2
CCCOc1ccc(-c2nc(C#N)c(NCCCn3ccnc3)o2)cc1,2,0.4,1.3,/,-6,3,-21,-2,2,-3
C[C@@H](C(=O)Nc1nc2ccccc2s1)N1C(=O)C2CC=CCC2C1=O (stereo partly drawn),0,-0.9,0.1,1,-5,-3,11,5,-11,-1
CC1=C(C(=O)OCc2ccccc2)C(c2ccc(N(C)C)cc2)NC(=O)N1 (stereo not drawn),0,-1.2,2.0,1,-5,3,-1,6,-8,7
CCOc1ccc(NC(=O)C2CCN(C(=O)NCc3ccccc3)CC2)cc1,-1,-2.6,0.2,6,1,-4,27,13,-7,1
Cc1nc(SCCC(C)C)c([N+](=O)[O-])[nH]1,3,-2.9,0.5,3,2,0,16,14,0,0
COc1cccc(NC(=O)C2CSC3(C)CCC(=O)N23)c1 (stereo not drawn),0,-1.0,0.6,-3,0,-2,20,6,-6,-7
CCCCC(=O)Nc1nc(C)c(C(C)=O)s1,1,0.8,-0.6,/,-5,8,7,-4,-11,-2
CN1CCN(C(c2ccc(Br)cc2)c2cc(Cl)c3cccnc3c2O)CC1 (stereo not drawn),-1,6.8,0.9,-2,-26,2,-9,-38,-2,4
COc1ccccc1N1CCN(C(=O)c2ccc(N(C)S(=O)(=O)c3ccccc3)cc2)CC1,1,-0.6,-1.1,/,-3,-7,-22,4,-4,-4
Cc1cc(C(=O)Nc2cccnc2)cs1,-4,0.0,0.7,-1,2,-4,12,0,-1,7

# (further entries)
SMILES,V-ATPase pH,MOR-DOR ag,C-LANA FP,CAL-PDZ inh HTS,Keap1-Nrf2 PPI,cardiac RTF act,HTR5A inv ag,MOR-DOR inv ag,RTF Ca sens inh,HTR5A ag
CC(OC(=O)Cn1[nH]c(=O)c2ccccc2c1=O)C(=O)Nc1ccc(F)cc1 (stereo not drawn),2,-2.3,0.2,2,-4,-3,-8,13,-11,9
O=C(COc1ccccc1/C=C1\SC(=S)NC1=O)Nc1ccc(F)cc1,-1,-3.9,10,-9,8,3,1,20,0,0
Cc1nn(CC(=O)N2CCN(c3cccc(C(F)(F)F)c3)CC2)c(=O)c2cccn12,5,-1.2,1.0,-5,-2,4,9,7,-2,4
CC1(C)CC(C(=O)NCCC(c2ccccc2)c2ccco2)CCO1 (stereo not drawn),-7,-1.4,1.6,-3,-5,0,8,7,0,-3
COC(=O)c1c(C)[nH]c(C(=O)/C=C/c2ccccc2Cl)c1C,-3,-1.7,0.2,6,0,-6,17,9,-9,2
